# From PubChem
# GoLoco inh red: inhibitors of human Gai1-RGS12 GoLoco interaction (red fluorophore). AID 880. Potency, µM (top dose mostly 61.6 µM), inactives show at the top dose activity, negative = inhibition, hits mostly inhibitors. 0.44% of 230,000 active. Gai1:RGS12 GoLoco peptide FP, rhodamine, 10 min; active = well fitted inhibition curve with a large enough effect, not every such curve was filed as active; inactive = no such curve, though single readings can be large or run the other way; note: % is set by controls: 0 for no effect and ±100 for the full control effect; nearly all actives have a fitted effect of over 30% in size; many of its hits are not listed in these tables
# Target sequence (P63096 whole entry, looked up): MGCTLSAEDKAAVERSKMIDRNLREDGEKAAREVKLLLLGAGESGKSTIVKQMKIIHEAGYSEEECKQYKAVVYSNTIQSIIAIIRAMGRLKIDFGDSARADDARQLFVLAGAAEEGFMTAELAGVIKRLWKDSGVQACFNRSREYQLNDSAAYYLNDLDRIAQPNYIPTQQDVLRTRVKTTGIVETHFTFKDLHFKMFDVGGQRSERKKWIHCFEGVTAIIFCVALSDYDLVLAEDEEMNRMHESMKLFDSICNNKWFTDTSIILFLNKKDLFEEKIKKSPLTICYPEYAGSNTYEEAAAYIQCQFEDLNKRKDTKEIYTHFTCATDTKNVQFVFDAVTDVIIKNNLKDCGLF
# KDM4E inh: blocks human JMJD2E demethylase activity | JMJD2E catalytic domain, FDH-coupled NADH fluorescence (FDH is formaldehyde dehydrogenase) | Potency, µM (series often up to 57.1 µM), inactives show at the top dose activity change, negative = inhibition, actives largely listed as inhibitors | 1.6% of 230,000 active | AID 2147; active = well fitted inhibition curve with a large enough effect, not every such curve was filed as active; inconclusive = small, poorly fitted or top-dose-only effect, or another doubt; inactive = no such curve, though single readings can be large or run the other way;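 note: 0% = wells with enzyme and -100% = buffer wells without enzyme; nearly all actives have a fitted effect of over 50% in size; many of its hits are not listed in these tables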
# Target sequence (B2RXH2 1-337 limits assumed): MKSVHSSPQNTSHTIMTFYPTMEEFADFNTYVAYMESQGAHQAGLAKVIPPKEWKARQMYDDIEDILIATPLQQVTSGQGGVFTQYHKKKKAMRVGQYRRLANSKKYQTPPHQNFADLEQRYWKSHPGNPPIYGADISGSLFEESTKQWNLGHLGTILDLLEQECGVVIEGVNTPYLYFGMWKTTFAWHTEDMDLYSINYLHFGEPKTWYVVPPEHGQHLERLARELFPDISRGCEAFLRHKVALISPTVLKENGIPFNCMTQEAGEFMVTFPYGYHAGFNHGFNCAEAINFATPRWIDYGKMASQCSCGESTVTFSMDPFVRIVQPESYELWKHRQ
# ALDH1A1 inh: ALDH1A1 (human) enzyme inhibition. P00352. Potency, µM (titrated, usually from 75.3 µM), inactives show at the highest dose activity, negative = inhibition, most hits filed as inhibitors. Purified ALDH1A1, NADH fluorescence, propionaldehyde substrate. 7.3% of 220,000 active; active = well fitted inhibition curve with a large enough effect, not every such curve was filed as active; inconclusive = small, poorly fitted or top-dose-only effect, or another doubt; inactive = no such curve, though single readings can be large or run the other way;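 note: plate controls were no enzyme wells and a reference inhibitor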
# GAA inhib: inhibitors of human lysosomal alpha-glucosidase; P10253; purified human GAA, 4-MU-alpha-glucoside fluorescence; Potency, µM (top dose mostly 76.9 µM), for the others: at the top dose activity change, negative = inhibition, hits mostly inhibitors; 0.005% of 200,000 active;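 note: plate controls were uninhibited enzyme wells for no effect and no-enzyme background for full effect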
#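 Activity normalized between no-enzyme (basal) and enzyme-only wells. Conditions: 4 nM human enzyme, 400 uM fluorogenic substrate, citrate/phosphate pH 5.0 with Tween-20, 20 min room temperature, compounds up to 77 uM.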
# GAA glycogen: inhibitors or activators of human alpha-glucosidase glycogen cleavage. P10253. recombinant GAA, glycogen substrate, Amplex Red glucose oxidase fluorescence. Potency, µM (highest dose often 76.4 µM), for inactives: at the highest dose activity change, negative = inhibition, hits mostly inhibitors. 0.38% of 300,000 active;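 note: 0% = full enzyme reaction and -100% = no-enzyme basal signal; the screen sought inhibitors and activators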
#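 Natural-substrate format: glycogen cleavage by 4 nM human enzyme, glucose read by Amplex Red coupling (Ex 573, Em 610 nm). Normalized to enzyme and no-enzyme controls.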
# GAA spleen mod: inhibits or activates alpha-glucosidase in human spleen homogenate; human spleen homogenate, 4-MU-alpha-glucoside fluorescence; Potency, µM (highest dose often 79.9 µM), without a hit: at the highest dose activity change, negative = inhibition, actives largely listed as inhibitors; P10253; 0.006% of 240,000 active;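 note: 0% = enzyme with vehicle and -100% = no enzyme basal signal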
#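 AC50 values come from Hill-equation fits of concentration-response data, normalized to no-enzyme and full-activity controls. Enzyme source: 1 ug human spleen homogenate; 1 mM fluorogenic 4-MU glucoside, pH 5.0 citrate buffer, 37 C, 40 min.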
# SMN2 splice up: enhancers of SMN2 splice variant expression; AID 1458; 2.8% of 210,000 active; Potency, µM (series often up to 46.1 µM), for the others: at the highest dose activity change, positive = activation, most hits filed as activators; HEK293 SMN2-luciferase splicing reporter, luminescence, 30-36 h; note: % of control where 0% means no effect; nearly all actives have a fitted effect of over 55% in size
#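 HEK293 cells carry an SMN2 […]–luciferase reporter in which exon 7 inclusion puts luciferase in frame. Cells were plated 10-12 h before compound addition, then incubated 30-36 h at 37C. ONE-Glo luminescence was read; sodium butyrate at 4.5 mM final served as control.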
# aGal spleen mod: inhibitors or activators of human alpha-galactosidase in spleen homogenate. human spleen homogenate, 4MU-alpha-Gal fluorescence, 40 min. Potency, µM (doses to about 80 µM), for inactives: at the highest dose activity change, negative = inhibition, usual class: inhibitors. 0.008% of 240,000 active. AID 2107;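 note: 0% = enzyme with vehicle and -100% = no enzyme basal signal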
# Target sequence (P06280 32-429 limits assumed): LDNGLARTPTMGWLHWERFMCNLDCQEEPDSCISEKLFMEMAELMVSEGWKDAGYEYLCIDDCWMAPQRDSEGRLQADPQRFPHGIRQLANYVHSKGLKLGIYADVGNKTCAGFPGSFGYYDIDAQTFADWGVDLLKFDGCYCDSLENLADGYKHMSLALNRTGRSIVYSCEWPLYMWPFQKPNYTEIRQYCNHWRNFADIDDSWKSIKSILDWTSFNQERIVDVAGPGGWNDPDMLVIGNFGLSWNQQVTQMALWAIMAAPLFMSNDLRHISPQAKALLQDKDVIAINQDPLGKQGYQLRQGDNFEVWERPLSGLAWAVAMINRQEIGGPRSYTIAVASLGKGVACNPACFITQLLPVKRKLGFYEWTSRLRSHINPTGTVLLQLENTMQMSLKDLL
#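 Human spleen homogenate (1 ug) as enzyme source, 4-methylumbelliferyl-alpha-D-galactopyranoside 1 mM final, citrate/phosphate pH 5.0 with 0.01% Tween-20. Compounds 40 min at 37C, NaOH/glycine stop; fluorescence Ex 365/Em 440, Hill-fit AC50.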
# Active calls of the source: *; ? = inconclusive; . = no result given; & = joins results of further samples; [ ] = another dose, or the depositor's remark. Unless noted, calls come from the whole dose curve; as a rule, active = well fitted curve in the direction sought with a large enough effect; inconclusive = small, poorly fitted or top-dose-only effect, or another doubt; inactive = no such curve, though single readings can be large; an effect the other way counts as inactive or inconclusive. Potency is the fitted concentration of half-maximal effect. A portion of the library; rates above refer to the full screens.
SMILES,GoLoco inh red,KDM4E inh,ALDH1A1 inh,GAA inhib,GAA glycogen,GAA spleen mod,SMN2 splice up,aGal spleen mod
O=C1Nc2ccc([N+](=O)[O-])cc2C1(O)N1CCCCC1 (stereo not given),-1%,-5%,-12%,-5%,-3%,-16%,-19%,-4%
O=C(O)CCCCCNc1ncnc2ccc(Br)cc12,-3%,-3%,0%,8%,0%,3%,.,3%
CN1/C(=C\C(=O)CSc2nnc(N)s2)C(C)(C)c2ccccc21,39%[activator],4%,2%,?,3%,-3%,-30%,-1%
CCOC(=O)C(C)Sc1nnc(-c2ccccc2O)n1-c1ccc(C)cc1 (stereo not given),.,-3%,10%,0%,6%,-6%,.,-5%
COc1ccc(-c2ccc(-c3noc(-c4ccccc4)n3)c(OC)n2)cc1,28%,?,?,4%,5%,-13%,6%,18%
Cc1ccccc1Cn1c(=N)n(CC(=O)c2ccco2)c2ccccc21,11%,-6%,6%,-4%,5%,-5%,-11%,4%
O=C(/C=C/Nc1ccc(F)c(F)c1)c1ccc(Br)cc1,1%,-8%,-4%,1%,8%,4%,13µM*,17%
CC1CN(CCn2cnc3c(N)ncnc32)CC(C)O1 (stereo not given),4%,0%,.,.,6%,8%,.,13%
Cn1c(=O)n(Cc2ccco2)c(=N)c2c3c(sc21)CCC3,14%,-1%,14%,-5%,5%,-1%,-9%,-6%
COc1cccc(/C=C/C(=O)OCC(=O)Nc2cccc(S(=O)(=O)N3CCCCC3)c2)c1OC,-4%,?,?,-15%,2%,-15%,?,-18%
CCc1ccc(OCC(=O)Nc2ccc(CN3CCCCC3)cc2)cc1,2%,1%,8%,-8%,-5%,-1%,-7%,-3%
Cc1ccc(C2(C)NC(=O)N(CC(=O)Nc3ccc(-c4nc5ccc(C)cc5s4)cc3)C2=O)cc1 (stereo not given),28%,?,.,.,-2%,6%,.,26%
COc1ccc(OCC(=O)Nc2ccccc2Cl)cc1,23%,7%,-8%,-14%,-2%,-2%,.,-1%
CS(=O)(=O)N1CCC(C(=O)Nc2ccccc2Sc2ccccc2)CC1,4%,3%,4%,5%,0%,-16%,15%,11%
Cc1cc(NC(=O)c2ccc(NC(=O)CC(C)C)cc2)no1,1%,1%,-4%,-8%,16%,3%,-15%,-2%
O=C(Nc1cccnc1)c1cccc(S(=O)(=O)N2CCCC2)c1,9%,9%,?,5%,-12%,4%,.,1%
O=C(Cn1c(=O)n(CCC(=O)N2CCc3ccccc3C2)c(=O)c2ccccc21)NCC1CCCO1 (stereo not given),10%,?,?,4%,9%,5%,-15%,5%
O=C(CN1CCN(c2ccccn2)CC1)N1CCc2ccccc21,-8%,1%,?,-4%,8%,-3%,-13%,-2%
CCOC(=O)N1CCC(N2Cc3cccc(C(=O)Nc4cccc(F)c4)c3C2=O)CC1,11%,3%,?,-6%,8%,-2%,-23%,-4%
C=CC[C@](C)(O)c1ccccc1,-2%,-5%,1%,.,.,-5%,-1%,4%

# As entered above.
# Under aGal spleen mod, CCOC(=O)N1CCC(N2Cc3cccc(C(=O)Nc4cccc(F)c4)c3C2=O)CC1 is entered as -4%
# Under GAA spleen mod, Cc1ccc(C2(C)NC(=O)N(CC(=O)Nc3ccc(-c4nc5ccc(C)cc5s4)cc3)C2=O)cc1 (stereo not given) is entered as 6%
# Under GAA glycogen, CS(=O)(=O)N1CCC(C(=O)Nc2ccccc2Sc2ccccc2)CC1 is entered as 0%
# Under GAA spleen mod, O=C(Nc1cccnc1)c1cccc(S(=O)(=O)N2CCCC2)c1 is entered as 4%

# Remaining list, next part.
SMILES,GoLoco inh red,KDM4E inh,ALDH1A1 inh,GAA inhib,GAA glycogen,GAA spleen mod,SMN2 splice up,aGal spleen mod
NC(=O)NC(=O)COC(=O)CCSc1ccccc1,10%,2%,-3%,1%,-4%,-2%,4%,-4%
COc1ccc(CC(=O)N/N=C/c2cccn2-c2ccc([N+](=O)[O-])cc2)cc1OC,-4%,3%,-4%,-12%,-4%,-1%,-37%[inhibitor],10%
NC(=O)C1CCN(c2ccc([N+](=O)[O-])cc2Cl)CC1,4%,-3%,20µM*,9%,7%,1%,-8%,-10%
CN(C)CCCN(Cc1cc2cc3c(cc2[nH]c1=O)OCCO3)C(=O)NC1CCCCC1,9%,?,.,.,2%,-7%,.,4%
C[C@@H]1C[C@H](OC(=O)c2ccccc2O)CC(C)(C)C1,5%[21.6 µM],-3%[25.5 µM],4%[20.9 µM],.,.,2%[29.1 µM],-19%[20.6 µM],-8%[29.1 µM]
O=C(NC1CCCCC1)C1CCCN1C(=O)NCc1ccccc1 (stereo not given),5%,3%,6%,-6%,-2%,-1%,-2%,6%
CC(=O)OC[C@H]1O[C@@H](n2ncc(=O)[nH]c2=O)[C@H](OC(C)=O)[C@@H]1OC(C)=O,-10%&-3%,8%,-1%&14%,-3%[15.4 µM],-3%,8%&-9%,10µM*,-12%&-9%
COc1ccc(N2CCN(C(=O)CCNC(=O)c3ccccc3)CC2)cc1,-1%,0%,-6%,-2%,-10%,8%,-6%,0%
CCc1ccc(-n2cccc2/C=C2/C(=N)N3C(=NC2=O)SN=C3S(C)(=O)=O)cc1,143%[activator],-17%,?,-14%,-8%,.,-10%,-12%
Cc1cc(C)n(-c2nc(NCC3CCCO3)c3c4c(sc3n2)COC(C)(C)C4)n1 (stereo not given),7%,?,?,?,-1%,9%,6%,26%
COC(=O)CCC(=O)Nc1cc(S(=O)(=O)Nc2ccc(Cl)cc2)ccc1N1CCOCC1,-9%,0%,20µM*,-11%,-6%,-24%,-15%,4%
CC(NS(=O)(=O)c1ccc(OCC(=O)N2CCOCC2)c(Cl)c1)c1ccccc1 (stereo not given),4%,-5%,-11%,-4%,-4%,-6%,-32%[inhibitor],2%
O=C(NC1CCCCCCC1)c1ccccc1-c1ccccc1,2%,-1%,?,-2%,-3%,2%,-33%[inhibitor],-2%
CCNC(=O)COC(=O)CCC(=O)c1cccs1,-5%,-8%,1%,6%,4%,-6%,-14%,-1%
COC(=O)c1ccc(-c2noc(CN3CCCC(CNC(C)=O)C3)n2)cc1 (stereo not given),11%,-13%,-14%,9%,-12%,2%,.,5%
CC(=C/c1ccco1)/C=N/NC(=O)CSc1nnc(SCc2ccc(C)cc2)s1,13%,-13%,?,-4%,-8%,5%,-12%,-1%
C=CCNC(=S)N1CCN(C2CCCCC2)CC1,-1%,0%,.,.,-3%,2%,.,5%
CCc1nc2ccccc2c(=O)n1NC(=O)c1c(O)c2ccccc2n(CC)c1=O,11%,?,-3%,11%,13%,-2%,-3%,-3%
CC1CCN(CC(=O)Nc2ccccc2C#N)CC1,-1%,4%,8%,-4%,6%,1%,-6%,-1%
Cc1cc(NCc2ccco2)nc2cc(O)ccc12,-2%,?,?,?,-2%,?,.,?

# Two compounds from above with just GAA spleen mod, GAA glycogen and GoLoco inh red.
compound,GAA spleen mod,GAA glycogen,GoLoco inh red
Cc1ccccc1Cn1c(=N)n(CC(=O)c2ccco2)c2ccccc21,-5%,5%,11%
O=C(/C=C/Nc1ccc(F)c(F)c1)c1ccc(Br)cc1,4%,8%,1%

# Looked up by compound from the list above, 5 records:
SMILES,GoLoco inh red,KDM4E inh,ALDH1A1 inh,GAA inhib,GAA glycogen,GAA spleen mod,SMN2 splice up,aGal spleen mod
COC(=O)CCC(=O)Nc1cc(S(=O)(=O)Nc2ccc(Cl)cc2)ccc1N1CCOCC1,-9%,0%,20µM*,-11%,-6%,-24%,-15%,4%
O=C(NC1CCCCCCC1)c1ccccc1-c1ccccc1,2%,-1%,?,-2%,-3%,2%,-33%[inhibitor],-2%
Cc1cc(NCc2ccco2)nc2cc(O)ccc12,-2%,?,?,?,-2%,?,.,?
CC1CCN(CC(=O)Nc2ccccc2C#N)CC1,-1%,4%,8%,-4%,6%,1%,-6%,-1%
CC(NS(=O)(=O)c1ccc(OCC(=O)N2CCOCC2)c(Cl)c1)c1ccccc1 (stereo not given),4%,-5%,-11%,-4%,-4%,-6%,-32%[inhibitor],2%

# (further entries)
SMILES,GoLoco inh red,KDM4E inh,ALDH1A1 inh,GAA inhib,GAA glycogen,GAA spleen mod,SMN2 splice up,aGal spleen mod
CCN(CC)C(=O)c1ccc(/C=C/c2c[nH]c3ccccc23)[n+](C)c1,46%[activator],-20%,-9%,?,-4%,?,6%,-18%
COC(=O)c1[nH]c2ccccc2c1NS(=O)(=O)c1ccc(OC)cc1OC,6%,-7%,-4%,-1%,?,-6%,-7%,-4%
O=C(N/N=C/c1ccc([N+](=O)[O-])o1)C(=O)Nc1ccc(C(=O)O)cc1,1%,1%,-9%,0%[15.4 µM],-7%,-14%,.,-2%
Cc1ccnc(NCn2nnc3ccccc32)c1,9%,4%,6%,-7%,7%,-11%,-9%,-9%
CCOC(=O)C(=O)Nc1ncc(Cl)s1,2%,-3%,.,.,4%,-1%,.,8%
CCCCCCCN(C(=O)CCl)c1ccccc1C,4%,-4%,0.5µM*,7%,10%,-9%,-29%,-6%
COc1ccc(NC(=O)CCSc2nnnn2C)cc1,14%,5%,1%,-12%,-2%,.,?,8%
Cc1[nH]n(-c2ccccc2)c(=O)c1N=O,12%,-10%,-7%,?,19%,1%,-11%,-7%
C=CCN1C(=O)N/C(=C/c2ccc(C)o2)C1=O,-24%,18µM*,7.9µM*,-9%,-14%,-19%,-1%[1.84 µM],-14%
O=C1COc2ccc(C(=O)CSc3nnnn3-c3ccccc3)cc2N1,9%,5%,5µM*,4%,1%,6%,-6%,6%
O=C(NC1=NCCS1)c1ccccc1OCc1ccccc1Cl,7%,-2%,-9%,-3%,8%,-5%,-21%,2%
CCOC(=O)c1nc(Nc2ccc(C(=O)O)cc2)c2ccccc2n1,.,-9%,-5%,-1%,-8%,-3%,.,4%
Cc1nn(C)c(C)c1NC(=O)c1ccc(S(=O)(=O)N(C)C)cc1,3%,9%,4%,-9%,-9%,-6%,?,-5%
COc1ccc(N2CCN(CC(=O)c3c(C)n(C)c4ccc(OC)cc34)CC2)cc1,-2%,-14%,.,.,0%,3%,.,0%
